# Source: PubChem BioAssay (several laboratories)
# TRPC6 inhibitor: mouse TRPC6 channel inhibitors, primary screen, cell-based, HEK293, membrane potential dye; Short transient receptor potential channel 6 (Mus musculus), Q61143; ACh-evoked depolarization; stronger effect = lower value; B-score at 10 µM; 1.1% of 310,000 active; AID 2553, 2010;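 active = B-score under library mean minus 3 SD, initial fluorescence not abnormally high, positive integrated signal ratio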;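 note: B-score derived from integrated fluorescence ratio over the kinetic read; more negative B-score means stronger inhibition of depolarization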
# RGS4 block: RGS4 inhibitors, primary screen, cell-based, HEK293 M3R inducible RGS4, calcium flux. Regulator of G-protein signaling 4 (Homo sapiens), P49798. 0.45% of 310,000 active. B-score at 10 µM. Fluo-4 calcium flux; stronger effect = higher value; triggered by carbachol at its EC20;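 active = B-score, a plate-corrected calcium signal, over three deviations above library mean, with baseline fluorescence within five deviations of library mean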;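 note: RGS4 expression induced by doxycycline in cells with stable M3 receptor; B-score is computed from the integrated fluorescence ratio over baseline after carbachol; higher B-score means a larger calcium signal and so more RGS4 inhibition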
# Target sequence (P49798 whole entry, looked up): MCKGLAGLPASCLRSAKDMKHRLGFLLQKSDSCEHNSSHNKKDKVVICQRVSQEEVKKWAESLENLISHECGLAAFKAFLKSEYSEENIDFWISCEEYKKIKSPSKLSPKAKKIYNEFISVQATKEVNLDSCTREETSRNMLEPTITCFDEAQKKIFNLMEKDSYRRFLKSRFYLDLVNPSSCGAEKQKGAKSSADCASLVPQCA
# RGS4 pot: RGS4 potentiators or activators, primary screen, cell-based, HEK293 M3R inducible RGS4, calcium flux; carbachol calcium flux Fluo4; stronger effect = lower value; B-score at 10 µM; 0.92% of 310,000 active; AID 463111, 2010;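 active = B-score of the integrated calcium signal more than 4 SD below the library mean, with starting fluorescence not abnormally high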;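 note: negative B-score means reduced calcium response which marks RGS4 activation or potentiation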
#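 Assay system: Inducible-RGS4 HEK293 cells carrying M3 receptor | Schedule: Compound preincubation 20 min at room temperature before agonist | Signal: Kinetic calcium fluorescence imaging with Fluo4-AM dye, 2 µM | Read-out basis: B score from integrated fluorescence ratio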
# ANO1 activ: TMEM16A chloride channel activators or potentiators, primary screen, cell-based, HTS; 0.3% of 340,000 active; Anoctamin-1 (Mus musculus), Q8BHY3; B-score at 10 µM; HEK293 TMEM16A/YFP-H148Q/I152L, iodide quench fluorescence; stronger effect = lower value;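 active = fluorescence-ratio B-score plate-corrected deviation score at least 3 library SD below zero, with starting fluorescence score within 5 deviations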;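 note: channel opened by trigger with iodide after compound preincubation; score built on the fluorescence ratio of max minus min over baseline; more negative score means more quench and so TMEM16A activation or potentiation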
# MrgX1 PAM: positive allosteric modulators of MrgX1, primary screen, HEK293 cells, Fluo-4 calcium flux. 0.63% of 310,000 active. B-score at 10 µM. FDSS; stronger effect = higher value. Mas-related G-protein coupled receptor member X1 (Homo sapiens), Q96LB2;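 active = plate-corrected calcium response at least 3 library SD above typical, normal starting fluorescence, not activating the receptor alone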;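 note: compound read alongside a low EC10 to EC30 dose of BAM8-22 agonist; peak minus trough fluorescence over baseline measured at the second addition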
# Target sequence (Q96LB2 whole entry, looked up): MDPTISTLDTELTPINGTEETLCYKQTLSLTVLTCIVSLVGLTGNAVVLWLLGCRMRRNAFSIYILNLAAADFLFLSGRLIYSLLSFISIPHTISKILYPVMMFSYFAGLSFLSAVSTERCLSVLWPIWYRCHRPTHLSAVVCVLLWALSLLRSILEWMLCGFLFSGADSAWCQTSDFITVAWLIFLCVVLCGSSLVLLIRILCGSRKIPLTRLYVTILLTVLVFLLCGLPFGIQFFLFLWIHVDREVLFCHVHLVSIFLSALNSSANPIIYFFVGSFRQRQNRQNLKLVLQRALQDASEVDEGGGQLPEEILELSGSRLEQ
# TRPC6 act: mouse TRPC6 channel activators, primary screen, cell-based, HEK293, membrane potential dye. Short transient receptor potential channel 6 (Mus musculus), Q61143. HEK293-TRPC6 membrane potential dye fluorescence; stronger effect = higher value. 0.13% of 310,000 active. B-score at 10 µM;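 active = B-score of the integrated fluorescence ratio above library mean plus 3 SD, and starting fluorescence ratio within library mean plus 5 SD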;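 note: higher score means more depolarization so channel activation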
# MrgX1 antagonist: antagonists of human MrgX1 receptor, primary screen, HEK293 cells, Fluo-4 calcium flux. Mas-related G-protein coupled receptor member X1 (Homo sapiens), Q96LB2. BAM8-22 antagonism; stronger effect = lower value. B-score at 10 µM. 1.3% of 310,000 active;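 active = calcium-response B-score plate-corrected more than 3 library SD below zero, starting fluorescence within 5 deviations, no agonist response on first addition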;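 note: peak minus trough fluorescence over baseline after final BAM8-22 challenge near maximal dose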
# MrgX1 agonist: agonists of human MrgX1 receptor, primary screen, HEK293 cells, Fluo-4 calcium flux. Fluo-4 calcium fluorescence, agonist mode; stronger effect = higher value. B-score at 10 µM. 0.44% of 310,000 active;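 active = calcium response B-score plate-corrected fluorescence ratio at least 3 library SD, with starting fluorescence B-score inside 5 SD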
#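 Material: MrgX1-expressing HEK293 cells; input: 15,000 cells per well; doses: test compound given as first of three sequential additions; schedule: overnight plating before 1 h dye loading; technique: Fluo-4 NW calcium-flux fluorescence, kinetic read; evaluation: baseline-normalised fluorescence change ratio, B-scored; control set: plate-wise positive and negative controls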
# HDAC3 inh: HDAC3 deacetylase inhibitors, primary screen, biochemical, fluorescence, cell-free homogeneous | Histone deacetylase 3 (Homo sapiens), O15379 | recombinant HDAC3, fluorogenic peptide/trypsin coupled | inhibition, % at 8.3 µM | 0.15% of 320,000 active | AID 2718, 2010; in the data active = inhibition above about 26%, passing the limit was not always enough; inconclusive = no clear call, values can overlap the other calls
# Target sequence (O15379 whole entry, looked up): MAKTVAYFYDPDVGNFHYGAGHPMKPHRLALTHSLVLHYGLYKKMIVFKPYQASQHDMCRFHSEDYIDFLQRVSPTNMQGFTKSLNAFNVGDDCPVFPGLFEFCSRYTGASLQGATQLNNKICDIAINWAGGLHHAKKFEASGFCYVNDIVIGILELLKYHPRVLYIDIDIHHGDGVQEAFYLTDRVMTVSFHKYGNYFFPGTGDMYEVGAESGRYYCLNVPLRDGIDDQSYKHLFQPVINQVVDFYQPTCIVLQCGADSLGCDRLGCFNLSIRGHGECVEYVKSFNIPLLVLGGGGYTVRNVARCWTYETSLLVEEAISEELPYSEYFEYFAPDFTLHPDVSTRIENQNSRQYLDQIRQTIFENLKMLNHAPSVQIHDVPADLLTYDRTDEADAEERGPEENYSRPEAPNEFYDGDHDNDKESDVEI
# SKKanGAS inh: S. pyogenes SKKanGAS growth inhibitors in kanamycin, primary screen, streptokinase expression inhibitor project, SKKanGAS strain, BacTiter-Glo luminescence; 1.3% of 300,000 active; inhibition, % at 7.5 µM; AID 1662, 2009; 6 h;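 active = mean replicate score, as percent of positive control median, at least 50; inconclusive = mean below 50 but one replicate at or above 50; inactive = mean and every replicate below 50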;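 note: strain carries kanamycin resistance gene driven by streptokinase promoter and grows in 40 µg/ml kanamycin; loss of luminescence reflects streptokinase promoter inhibition or plain growth inhibition; 0% = median of DMSO wells and 100% = positive control at its reference dose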
# TMEM16A inh: TMEM16A chloride channel inhibitors, primary screen, cell-based, HTS. Anoctamin-1 (Mus musculus), Q8BHY3. HEK293 TMEM16A/YFP iodide influx fluorescence, ionomycin. normalized B-score (activity score, 25-100; higher = stronger inhibition) at 10 µM. 1.2% of 310,000 active;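 active = ratio plate-corrected score three or more library SD toward inhibition, starting fluorescence score within five deviations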;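 note: score derived from kinetic fluorescence span divided by baseline fluorescence per well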
# Active calls of the source: *; i = inactive; ? = inconclusive; . = not tested or not shown.
SMILES,TRPC6 inhibitor,RGS4 block,RGS4 pot,ANO1 activ,MrgX1 PAM,TRPC6 act,MrgX1 antagonist,MrgX1 agonist,HDAC3 inh,SKKanGAS inh,TMEM16A inh
O=C1CC(N(O)c2ccccc2)C(=O)N1Cc1ccccc1 (stereo not drawn),i,i,i,i,i,i,i,i,0,7,i
CCc1ccc(CN2C(=O)c3ccccc3C2C(=O)NC(C)CC)cc1 (stereo not drawn),i,i,i,i,i,i,i,i,0,7,i
O=C(O)Cc1ccc(NC(=O)c2ccc(NC(=O)C3CC3)cc2)cc1,i,i,i,i,i,i,i,i,-107,-9,i
Cc1cccn2cc(-c3cccc(S(=O)(=O)N4CCOCC4)c3)nc12,i,i,i,i,i,i,i,i,-2,-3,i
CN(C)c1ccnc(Nc2ccc(F)cc2)c1C#N,i,i,i,i,i,i,i,i,3,-4,i
COc1cccc(S(=O)(=O)NCc2ccc(C(=O)Nc3ccc(Cl)c(Cl)c3)cc2)c1,i,i,i,i,i,i,i,i,-3,6,i
O=C(CSc1nnc(-c2ccco2)o1)N1CCOCC1,i,i,i,i,i,i,i,i,?,-11,i
Cc1nonc1C(=O)N1CCCC(N2CCN(c3ccc(F)cc3)CC2)C1 (stereo not drawn),i,i,i,i,i,i,i,i,-14,1,i
COc1ccc(-n2nc(C(=O)NCC(=O)N3CCN(c4ccccc4)CC3)c3ccccc3c2=O)c(OC)c1,i,i,i,i,i,i,i,i,-2,1,i
NC(=O)N1OCC2COc3ccc4ccccc4c3C21 (stereo not drawn),i,i,i,i,i,i,i,i,0,-3,i
Cc1cccc(OCC(=O)NC(Cc2ccccc2)C(=O)O)c1 (stereo not drawn),i,i,i,i,i,i,i,i,1,1,i
CC(C)COc1ccc(-c2nnc(-c3ccncc3)o2)cc1,i,i,i,i,i,i,i,i,-4,20,i
CCn1nc(C(=O)N2CCc3ccccc3C2)c2ccccc2c1=O,i,i,i,i,i,i,i,i,-2,-4,i
COn1c(SCc2cccnc2)nc2ccccc2c1=O,i,i,i,i,i,i,i,i,0,-2,i
Cc1ccccc1Nc1nc(N)nc(COC(=O)/C=C/c2ccco2)n1,i,i,i,i,i,i,i,i,-1,-18,i
CCOc1ccc(NC(=O)c2ccc(NC(=O)CN3C(=O)C(=O)N(CC(C)C)C3=O)cc2)cc1,i,i,i,i,i,i,i,i,0,-11,i
COc1ccc2cc(C(=O)C3CCCN(C(=O)c4sc(C)nc4C)C3)ccc2c1 (stereo not drawn),i,i,i,i,i,i,i,i,-33,10,i
CC(Oc1ccccc1)C(=O)N=C1SC2CS(=O)(=O)CC2N1c1ccccc1 (stereo not drawn),i,i,i,i,i,i,i,i,4,-3,i
COc1ccc(S(=O)(=O)N(Cc2cccnc2)Cc2cc3ccccc3[nH]c2=O)cc1,i,i,i,i,i,i,i,i,-2,0,i
CCS(=O)(=O)N1Cc2ccccc2CC1C(=O)N(C)CC(=O)Nc1cccc(F)c1 (stereo not drawn),i,i,i,i,i,i,i,i,4,-3,i
CN(Cc1ccccc1)C(=O)c1ccc([N+](=O)[O-])o1,i,i,i,i,i,i,i,i,-3,-7,i
O=C(/C=C/c1cccc([N+](=O)[O-])c1)NC(=S)Nc1ccc(CN2CCOCC2)cc1,i,i,i,i,i,i,i,i,-6,8,i
COc1ccc(-c2csc(NC(=O)Cc3ccccc3F)n2)c(OC)c1,i,i,i,i,i,i,i,i,1,22,i
O=C(O)Cc1ccc(S(=O)(=O)Nc2ccccc2C(=O)O)cc1,i,i,i,i,i,i,i,i,-3,2,i
CCN(CC)CCNC(=O)CCN1N=C(c2ccccc2)CCC1=O,i,i,i,i,i,i,i,i,1,-4,i
CO/N=C/CC(=O)c1cnc(-c2ccc(Cl)cc2)s1,i,i,i,i,i,i,i,i,4,6,i
CCOc1ccccc1NC1=C(Cl)C(=O)N(c2ccccc2)C1=O,i,i,i,i,i,i,i,i,1,-12,i
Cc1nc2ccccc2c(=O)n1NC(=O)c1cccc([N+](=O)[O-])c1,i,i,i,i,i,i,i,i,1,4,i
CCOC(=O)N1CCN(S(=O)(=O)c2cc(C)c(C)cc2C)CC1,i,i,i,i,i,i,i,i,-5,-5,i
Cc1ccccc1-n1c(=O)c2c(n3cnnc13)-c1ccccc1CC21CCCCC1,i,i,i,i,i,i,i,i,2,0,i
Cc1cc(C)c(C#N)c(SCCS(=O)(=O)c2ccc(Cl)cc2)n1,i,i,i,i,i,i,i,i,0,-3,i
CCCn1c(=S)[nH]c2ccccc2c1=O,i,i,i,i,i,i,i,i,7,-1,i
CCOC(=O)N1CCC(N(C(=O)Nc2cccc(OC)c2)C(C)CC)CC1 (stereo not drawn),i,i,i,i,i,i,i,i,-6,-11,i
COc1cc(NC(=O)C2C3C=CC(C3)C2C(=O)O)c(OC)cc1Cl (stereo not drawn),i,i,i,i,i,i,i,i,-1,-9,i
O=C(Cc1csc(Nc2nc(=S)[nH]c3ccccc23)n1)NCCCN1CCN(c2cccc(Cl)c2)CC1,i,i,i,i,i,i,i,i,5,68*,i
Cc1cc(C(=O)OCC(=O)Nc2cccc(S(=O)(=O)N3CCOCC3)c2)c(C)o1,i,i,i,-6.2*,i,i,i,i,0,3,i
S=C(NCc1ccccc1)NCc1ccc(CNC(=S)NCc2ccccc2)cc1,i,i,i,i,i,i,i,i,4,3,i
COc1ccc(NC(=O)c2ccccc2F)cc1Cl,i,i,i,i,i,i,i,i,-3,0,i
CCCCCNCc1ccc(Br)cc1,i,i,i,i,i,i,i,i,-3,-3,i
O=C(c1ccc(S(=O)(=O)N2CCCCCC2)cc1)N1CCC(CN2C(=O)c3cccc4cccc(c34)C2=O)CC1,i,i,i,i,i,i,i,i,2,13,i
Cc1cc(C)n(S(=O)(=O)Cc2ccccc2)n1,i,i,i,i,i,i,i,i,0,0,i
O=S(=O)(NCC1CCCN(Cc2ccccc2)C1)c1cccc2cccnc12 (stereo not drawn),i,i,i,i,i,i,i,i,.,1,i
CN(C[C@H](c1ccccc1)N(C[C@H](Cc1ccccc1)N(CCc1ccccc1)N=O)N=O)N=O,i,i,i,i,i,i,i,i,3,11,i
Cc1cc(Cl)c2oc(C(=O)N3CCN(c4cccc(C)n4)CC3)c(C)c2c1,i,i,i,i,i,i,i,i,2,24,i
CC(C)(C)n1nc2c(c1NC(=O)Cc1ccc(F)cc1)CS(=O)(=O)C2,i,i,i,i,i,i,i,i,-1,2,i
Cc1cc(C(=O)Nc2ncc(C)s2)c2ccccc2n1,i,i,i,i,i,i,i,i,9,1,i
Cc1ccc(Nc2ncc3c(n2)CC(c2ccco2)CC3=O)c(C)c1 (stereo not drawn),i,i,i,i,i,i,i,i,4,0,i
Cc1ccc(C(=O)N2CCN(c3ccc([N+](=O)[O-])cc3-n3cccc3)CC2)cc1,i,i,i,i,i,i,i,i,1,14,i
CS(=O)(=O)N(CC(=O)N/N=C/c1cccc2c1OCCO2)c1ccccc1Br,i,i,i,i,i,i,i,i,7,4,i
Cc1nn(Cc2ccccc2Cl)c2sc(C(=O)Nc3ccccc3N3CCOCC3)cc12,i,i,i,i,i,i,i,i,3,60*,i
O=[N+]([O-])c1ccc(-n2nncc2-c2ccc(Cl)cc2)cc1,i,i,i,i,i,i,-4.9*,i,-1,-4,i
CCOC(=O)c1ccc(NC(=O)CSc2nnc(C)n2-c2ccccc2)cc1,i,i,i,i,i,i,i,i,0,-2,i
CC(Sc1cccc[n+]1[O-])C(=O)Nc1cccc([N+](=O)[O-])c1 (stereo not drawn),i,i,i,i,i,i,i,i,3,3,i
CN(NC1OC(=O)c2ccccc21)c1ccc(Cl)cc1[N+](=O)[O-] (stereo not drawn),i,i,i,i,i,i,i,i,12,11,i
COc1ccccc1CNCC(=O)NCc1ccc(C)cc1,i,i,i,i,i,i,i,i,-6,-17,i
COc1ccc(NC(=O)CSc2[nH]c(=O)cc(C)c2C#N)cc1OC,i,i,i,i,i,i,i,i,3,5,i
CN(CC(=O)NCCc1ccc(F)cc1)Cc1ccccc1,i,i,i,i,i,i,i,i,1,6,i
CC(C)C(=O)Nc1cccc(S(=O)(=O)c2cccc(NC(=O)C(C)C)c2)c1,i,i,i,i,i,i,i,i,4,-2,i
OC(CN1CCCCC1)Cn1c2ccc(Cl)cc2c2cc(Cl)ccc21 (stereo not drawn),i,i,i,i,6.7*,i,i,i,15,5,i
O=C(OCC1CCCN2CCCCC12)c1ccc2c(c1)OCO2 (stereo not drawn),i,i,i,i,i,i,i,i,-3,-8,i

# (list continues)
SMILES,TRPC6 inhibitor,RGS4 block,RGS4 pot,ANO1 activ,MrgX1 PAM,TRPC6 act,MrgX1 antagonist,MrgX1 agonist,HDAC3 inh,SKKanGAS inh,TMEM16A inh
Nc1nonc1-n1nnc(C(=O)N/N=C/c2cccc(F)c2)c1-c1ccc2c(c1)OCO2,i,i,i,i,i,i,i,i,0,-3,i
CCCCN(C(=O)c1ccccc1OCc1ccc(F)cc1)c1c(N)n(CCC)c(=O)[nH]c1=O,i,i,i,i,i,i,i,i,-2,-1,i
Cc1ccc(-c2ccc(=O)n(CC(=O)NCc3ccc(F)cc3)n2)cc1,i,i,i,i,i,i,i,i,.,6,i
CCn1cc(C(=O)C(F)(F)F)c2ccccc21,i,i,i,i,i,i,i,i,-6,5,i
